# High-throughput results deposited in PubChem by Sanford-Burnham Center for Chemical Genomics.
# MIN6 prolif – MIN6 beta-cell proliferation induction; hit rate 0.29% among 330,000; proliferation, % at 10 µM; AID 2380; MIN6 cells proliferation, ATPlite luminescence, 48 h; cells starved in 0.2% serum; 100% = growth in 10% serum;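 active = compounds whose signal lies at least 3.5 SD above the mean of all wells on their plate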;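 note: 0% = DMSO-treated cells in low-serum medium and 100% = 10% serum control; some compounds called inactive have numbers as strong as hits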
# SENP8 block-1 – inhibitors of human SENP8 protease; Q96LD8; inhibition, % at 10 µM; AID 2540; purified SENP8, Z-RLRGG-aminoluciferin cleavage, luminescence; hit rate 1.2% among 330,000; in the data active = inhibition above about 50%
# HKDC1 inhibitor – inhibitors of human hexokinase HKDC1; Q2TB90; recombinant HKDC1, G6PDH/diaphorase resazurin coupled fluorescence; inhibition, % at 20 µM; hit rate 0.16% among 340,000;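 active = inhibition above about 35% when tested at 20 µM, limit read from the data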;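 note: plate controls were DMSO wells with enzyme for no effect and DMSO wells lacking enzyme for full effect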
#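 Material: recombinant HKDC1 hexokinase; Amount: HKDC1 at 5 µg/mL; Medium: Tris pH 8.0 buffer with MgCl2, Tween-20, BSA, BME; Schedule: 90 min reaction incubation at room temperature, dark; Technique: coupled resazurin fluorescence, excitation 525 nm, emission 613 nm.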
# SENP7 inh – SENP7 protease inhibition; Q9BQF6; recombinant SENP7, Z-RLRGG-aminoluciferin luminescence, 40 min; inhibition, % at 5 µM; hit rate 1.5% among 330,000; AID 434973;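 active = inhibition above about 50% at the single test dose, limit read from the data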;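 note: plate controls were DMSO with enzyme for no effect and no enzyme buffer wells for full effect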
# SENP6 inh – inhibitors of human SENP6 protease | Recombinant SENP6 catalytic domain, aminoluciferin luminescence | inhibition, % at 10 µM | hit rate 1.8% among 330,000;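 active = inhibition above about 50% at the single tested dose, limit read from the data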;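 note: plate controls were DMSO wells with enzyme for no effect and DMSO wells lacking enzyme for full effect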
# SENP1 inh – inhibitors of human SENP1 SUMO protease catalytic domain; recombinant SENP1 catalytic domain, CyPet-SUMO1-YPet FRET cleavage; Q9P0U3; hit rate 0.21% among 360,000; inhibition, % at 10 µM;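 active = inhibition at least 30% at 10 µM, raw YFP signal under a set limit, fluorescence ratio 0.5 to 1.5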;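 note: 0% = enzyme with DMSO and 100% = no enzyme wells; some results filed as inactive read as strong as hits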
#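 Compound: 10 µM single point, 0.5% DMSO; Test system: hSENP1 catalytic domain, recombinant; Timing: 50 min reaction at room temperature; Technique: FRET, CFP and YFP emission; Control set: no-enzyme wells low, DMSO-plus-enzyme wells high control.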
# UBC13 polyUb – blocks human UBC13 polyubiquitin chain formation; hit rate 0.47% among 330,000; AID 485273; inhibition, % at 20 µM; TR-FRET; P61088; in the data active = inhibition above about 45%, passing the limit was not always enough
# PfG6PD inh – PfG6PD (Plasmodium falciparum) enzyme inhibition; PfGluPho enzyme, NADPH resazurin-diaphorase fluorescence; hit rate 0.78% among 350,000; inhibition, % at 20 µM;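 active = inhibition reaching at least a set limit at 20 µM in the primary screen, cut at about 59% in these data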;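 note: 0% = DMSO wells with substrate and 100% = DMSO wells lacking glucose-6-phosphate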
# SENP8 block-2 – blocks human SENP8 cleavage of Nedd8 substrate; recombinant SENP8, Nedd8 substrate fluorescence; inhibition, % at 20 µM; hit rate 0.64% among 360,000; Q96LD8; AID 602440; in the data active = inhibition mostly above about 40%, no sharp cut-off; inactive = mostly below about 27%
# * hit, by the source's call; / = not tested or not shown.
Molecule	MIN6 prolif	SENP8 block-1	HKDC1 inhibitor	SENP7 inh	SENP6 inh	SENP1 inh	UBC13 polyUb	PfG6PD inh	SENP8 block-2
CCOC(=O)C1=CN(Cc2cccc(F)c2)S(=O)(=O)N(CC)C1c1ccccc1 (stereo not drawn)	/	/	-5.5	-3.5	/	1.0	/	23.2	4.5
COc1cccc(OC)c1C(=O)NCCSC1CCCCC1	-1.3	-0.2	7.0	-11.6	20.2	-0.7	-5.0	8.4	12.3
C/C(=N/NC(=O)c1ccc(Br)o1)c1cccc(NC(=O)c2ccc(F)cc2)c1	0.9	-9.0	-1.6	-5.5	-2.3	0.6	-0.7	20.2	0.1
COC(=O)C1=C(C)Nc2ncnn2C1c1ccccn1 (stereo not drawn)	-1.3	4.5	11.4	5.7	-0.5	0.5	14.8	-2.4	13.4
CN1[C@@H]2CC[C@H]1CC(OC(=O)C(O)c1ccccc1)C2 (stereo partly drawn)	0.5	-2.3	2.3	-3.6	-12.0	1.5	-3.8	-23.5	2.9
Cc1c(Cl)cccc1NC(=O)CC1NCCNC1=O (stereo not drawn)	0.9	1.6	-0.2	8.5	-4.6	2.5	3.4	-13.5	-4.1
CC(C)(C)SCCNC(=O)c1ccc(Cl)c(S(=O)(=O)N2CCOCC2)c1	-0.3	4.7	-1.1	2.4	6.7	1.2	1.9	2.6	11.1
O=[N+]([O-])c1ccc(O)c(/C=N/Nc2nn[nH]n2)c1	0.1	0.2	-8.4	-1.6	0.9	4.3	-51.7	-3.3	6.8
CN(C(=O)CN1C(=O)NC(C)(CCc2ccccc2)C1=O)c1ccccc1 (stereo not drawn)	-0.3	-7.8	-0.6	8.4	-14.5	3.1	2.7	-10.5	11.7
COc1cc2c(cc1OC)-c1cc3ccc4c(c3c[n+]1CC2)OCO4	-6.2	11.1	15.6	13.9	50.1*	30.2	-351.1	27.1	-383.9
CCc1nc(N2CCC3(CC2)OCCO3)c2nnn(Cc3ccccc3Cl)c2n1	-4.0	-3.1	6.5	-3.9	-21.7	-4.3	0.7	-0.2	18.9
O=C(CCNC(=O)c1ccco1)Nc1cccc(Br)c1	4.8	-5.3	-0.9	0.2	-2.1	2.0	12.3	7.6	6.3
COc1ccc(Cn2nnnc2CN2CCc3ccccc3C2)cc1	0.0	-11.3	-1.7	-8.6	-19.9	2.3	-5.3	-7.1	27.8
COc1ccc(C(=O)Nc2ccc(S(=O)(=O)Nc3nccc(C)n3)cc2)cc1	-0.5	0.2	0.1	-6.5	-19.6	1.6	1.5	-5.5	23.2
CCS(=O)(=O)N1CCC(C(=O)Nc2cc([N+](=O)[O-])ccc2C)CC1	-1.5	3.0	-4.1	1.9	1.2	2.7	1.7	8.4	21.8
Cc1ccc(S(=O)(=O)N2CCN(C(=O)CCC(=O)N3CCc4ccccc43)CC2)cc1	-2.7	-4.6	-8.3	0.1	-7.4	1.5	7.1	-5.5	23.3
COC(=O)[C@@H](NC(=O)N1CCC(Cc2ccccc2)CC1)C(C)C	-1.5	-8.1	-1.9	3.6	-8.8	1.6	-1.5	1.6	7.9
O=C(CSCc1c(F)cccc1F)Nc1ccccc1	-0.1	3.7	-6.2	6.7	2.4	-0.1	4.0	-2.4	17.9
O=C(CCN1C(=O)/C(=C/c2ccccc2)SC1=S)N[C@@H](CO)Cc1ccccc1	-1.6	-1.6	-0.6	-1.9	12.2	1.9	-13.1	-8.8	25.8
O=c1[nH]c(-c2ccccc2)nc(CN2CCCCC2)c1O	/	/	-8.6	/	/	-2.1	/	-15.0	2.0

# Reprinted at random: 3 records from the list.
Molecule	MIN6 prolif	SENP8 block-1	HKDC1 inhibitor	SENP7 inh	SENP6 inh	SENP1 inh	UBC13 polyUb	PfG6PD inh	SENP8 block-2
Cc1ccc(S(=O)(=O)N2CCN(C(=O)CCC(=O)N3CCc4ccccc43)CC2)cc1	-2.7	-4.6	-8.3	0.1	-7.4	1.5	7.1	-5.5	23.3
COC(=O)[C@@H](NC(=O)N1CCC(Cc2ccccc2)CC1)C(C)C	-1.5	-8.1	-1.9	3.6	-8.8	1.6	-1.5	1.6	7.9
COc1ccc(C(=O)Nc2ccc(S(=O)(=O)Nc3nccc(C)n3)cc2)cc1	-0.5	0.2	0.1	-6.5	-19.6	1.6	1.5	-5.5	23.2

# Later entries:
Molecule	MIN6 prolif	SENP8 block-1	HKDC1 inhibitor	SENP7 inh	SENP6 inh	SENP1 inh	UBC13 polyUb	PfG6PD inh	SENP8 block-2
CN(C)/C=C/C1=CC(=O)CC(C)(C)C1	-2.2	-1.5	-7.5	4.5	-4.0	-25.8	-1.1	-3.9	3.2
COc1cc(-c2onc3ccc(Br)cc23)cc(OC)c1OC	-1.2	-5.8	1.4	-8.1	-0.8	-119.7	-7.6	20.4	-200.5
CCCn1c(C)cc(=O)c2cc(NC(=O)c3cnccn3)ccc21	0.0	0.7	3.7	1.8	-11.1	-2.6	9.9	23.1	2.9
CCC(C(=O)OCC(=O)NC(=O)c1ccccc1OC)c1ccccc1 (stereo not drawn)	4.9	7.0	2.0	1.0	10.6	0.4	-2.5	-5.5	3.1
CCOc1ccc(C(C(=O)NC2CCCC2)N(CCCO)C(=O)c2ccc(-c3ccccc3)[nH]2)cc1 (stereo not drawn)	-4.8	-6.4	-8.7	-4.4	-8.5	0.5	-17.0	0.6	-9.6
CC1CCC2(CC1)NC(=O)N(CC(=O)NC(=O)Nc1ccc3c(c1)OCCO3)C2=O (stereo not drawn)	-3.6	5.2	-4.4	10.3	3.0	-1.3	-7.1	-8.9	23.9
Cc1ccc2nc(NC(=O)COC(=O)c3ccncc3)sc2c1	-6.0	-0.4	2.8	-3.5	-20.7	-10.3	-21.0	-2.5	23.7
O=C(COC(=O)c1cc2ccccc2o1)c1ccccc1	-0.3	-8.7	-6.7	5.7	-17.1	1.3	7.0	-7.1	11.7
COc1ccc(-c2c(C)oc3c(CN4CCOCC4)c(O)ccc3c2=O)cc1OC	-3.3	-6.1	-2.8	-0.7	-1.4	1.0	8.3	-6.5	-284.8
Cc1cccc(N2CCN(C(=O)C3CCCN(S(=O)(=O)c4c(C)noc4C)C3)CC2)c1C (stereo not drawn)	-3.7	5.2	-0.1	-1.9	2.4	-0.6	-2.4	0.8	10.4
CCOC(=O)c1c(NC(=O)CSc2nnc(Cc3csc(N)n3)n2C)sc(C)c1C	2.7	-3.5	17.6	-9.3	-22.7	-3.6	11.9	-7.0	0.5
CC1=C(C(=O)OCCCCCl)C(c2cc3c(cc2Br)OCO3)NC(=O)N1 (stereo not drawn)	-0.8	2.0	5.7	4.9	0.6	2.1	1.3	-17.3	10.3
COc1ccc(OC)c(S(=O)(=O)Nc2cc3c(cc2N2CCCC2)n(C)c(=O)c(=O)n3C)c1	-2.1	10.5	6.7	0.7	19.8	0.0	-11.1	32.7	-22.5
Cc1ccccc1N(C(=O)Cn1nnc(-c2ccc(F)cc2)n1)C(C(=O)NC(C)(C)C)c1ccncc1 (stereo not drawn)	-1.9	-1.6	-6.2	-3.8	-7.2	0.1	-0.8	-2.2	10.1
Cc1ccccc1-n1c(-c2ccco2)n[nH]c1=S	-3.4	-6.4	-9.1	-2.9	-13.9	3.0	-11.8	30.6	-46.8
CSc1ccccc1OCc1cc(C(=O)NCc2cccc(C)n2)no1	5.0	-6.1	-2.5	-0.8	11.3	0.3	1.8	13.8	-1.9
O=C(CN(Cc1ccccc1)C(=O)CCC(=O)Nc1ccccn1)NCc1ccco1	3.7	4.1	4.8	-11.2	-1.6	-0.7	5.3	7.0	30.9
COc1ccccc1CNC(=O)c1ccc(CS(=O)(=O)c2ccccc2)o1	-3.6	1.0	-2.2	-0.7	-2.5	-1.2	2.7	12.0	13.8
CC(C)C[C@H](NC(=O)C1CCN(S(=O)(=O)c2ccccc2)CC1)C(=O)NCc1cccnc1	-1.5	-1.1	-1.7	-5.5	9.4	0.3	0.1	9.9	12.5
COc1ccc(NC(=O)c2c3c(nc4ccccc24)CCC3)cc1	-1.7	-12.4	1.3	-9.1	-8.0	0.5	-9.7	-3.3	2.7

Molecule	MIN6 prolif	SENP8 block-1	HKDC1 inhibitor	SENP7 inh	SENP6 inh	SENP1 inh	UBC13 polyUb	PfG6PD inh	SENP8 block-2
O=C(Cc1cccc2ccccc12)NNC(=O)Nc1cccc(Cl)c1	-4.6	0.3	2.5	1.1	-4.2	0.0	5.8	14.1	20.8
O=C(Nc1ccc(NC(=O)c2cccnc2)cc1)c1ccccc1	0.0	4.8	-5.3	2.9	-5.8	0.6	5.5	-4.5	3.0
Cn1ccnc1SCCNC(=O)C1CCC(=O)N(Cc2ccc(Cl)cc2)C1 (stereo not drawn)	1.7	-15.1	-4.6	4.8	-12.2	0.7	-8.8	-0.1	8.1
O=C(O)c1ccc2c(c1)C(=O)N(c1cc([N+](=O)[O-])ccn1)C2=O	1.9	-6.2	-19.1	-9.2	7.0	2.2	-0.4	-19.8	28.0
O=C1Nc2cc(Cl)c(Cl)cc2N(O)N1c1cccc(Cl)c1	3.5	-9.3	-6.2	-2.2	-11.8	1.4	2.1	9.0	11.3
Cc1ccc(CN2C(=O)CCC2C(=O)NCc2ccco2)cc1 (stereo not drawn)	0.8	-2.8	-6.1	0.3	-7.7	1.1	14.9	-16.4	32.2
O=C(Cn1ncc(N2CCOCC2)c(Br)c1=O)c1ccc(Cl)cc1	-2.4	0.7	18.4	8.7	-8.5	2.3	-5.4	-3.1	10.1
CC(=O)Nc1ccc(S(=O)(=O)Nc2cccc(-c3cn4cccnc4n3)c2)cc1	-3.6	-7.6	-8.8	-6.9	3.8	-0.1	2.2	8.2	-409.9
Cc1cc(S(=O)(=O)Nc2ccc3c(c2)COC3=O)ccc1F	-3.4	-2.0	4.6	6.0	9.2	5.1	-1.7	-31.4	-12.6
O=C(N/N=C/c1ccc(Br)cc1)c1ccccc1-n1cccc1	-1.6	-15.1	-4.8	-9.7	-8.8	0.7	1.0	-1.9	22.0
Cc1cc(C(=O)CSc2nnc(-c3ccccc3)n2-c2ccccc2)c(C)n1-c1ncn[nH]1	6.9*	-5.6	1.9	2.6	-10.2	0.6	8.6	-32.1	23.6
Cc1ccccc1C(=O)OCC(=O)N(C)c1c(N)n(Cc2ccccc2)c(=O)[nH]c1=O	0.3	4.8	-5.6	-1.0	-8.0	0.9	1.8	8.4	7.6
COc1cccc(N2CCN(C(=O)c3ccccc3SCC(=O)NCc3ccco3)CC2)c1	-6.9	-3.9	2.3	1.0	5.8	-1.1	6.2	7.4	-13.4
CCOC(=O)CSc1nc2sc3c(c2c(=O)n1-c1ccc(OCC)cc1)CCN(C)C3	-2.9	3.4	2.3	-5.6	-15.1	-27.2	5.0	-4.3	-237.8
CC1Sc2ccc(S(=O)(=O)CCC(=O)NC3CCCCCC3)cc2NC1=O (stereo not drawn)	-3.6	-6.1	2.4	-2.6	0.6	1.1	7.1	-5.1	22.3
Cn1cccc1C(=O)OCC(=O)N1CCN(c2ccccc2)CC1	-1.6	5.0	-2.0	5.0	-8.3	-1.0	2.7	-9.4	-3.4
CCn1c(SCC#N)nc2ccccc2c1=O	-2.1	-0.5	-6.8	2.8	7.9	-9.0	-5.3	0.6	-8.2
CCOc1ccc(NC(=O)CC(NC(C)=O)c2ccccc2)cc1S(=O)(=O)N1CCCC1 (stereo not drawn)	0.5	-4.6	-0.1	5.5	-3.0	0.9	-1.5	-18.0	-1.6
CC(=O)c1cccc(NC(=O)COc2ccc(S(=O)(=O)N3CCOCC3)cc2)c1	10.6*	5.9	-2.8	3.6	-6.0	1.2	0.5	3.5	12.1
